Screening results deposited in PubChem by National Center for Advancing Translational Sciences (NCATS).
LMNA splice mod = changes lamin A minigene splicing in HeLa cells | HeLa LMNA splicing GFP/RFP minigene ratio, 48 h | actives 0.01% (n = 200,000) | AID 1487 | Potency, µM (top dose mostly 46.1 µM), inactives show at the top dose ratio change, negative = inhibition, most hits filed as inhibitors; active = well fitted inhibition curve with a large enough effect in the signal ratio, with a control signal flat, not every such curve was filed as active; inconclusive = small, poorly fitted or top-dose-only effect, or effect the other way, or a change in a side signal; the % refers to the signal ratio; also: potency is read from the fitted curve at half-maximal effect; % is scaled to controls: 0 for no effect and ±100 for the full control effect
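Read-out is the ratio of GFP to DsRed2 object intensity, acquired by 488 nm laser-scanning cytometry on HeLa lamin A-EGFP minigene reporter cells. Compound incubation 48 hrs at 37 °C in Opti-MEM with 2% FBS; DMSO 0.5% final.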
HTT aggregate = reduces HttQ103-GFP aggregates in PC12 cells; actives 1.1% (n = 220,000); PC12 HttQ103-GFP aggregates, Acumen cytometry, 40 h; Potency, µM (top dose mostly 46.1 µM), inactives show at the highest dose activity change, negative = inhibition, actives largely listed as inhibitors; AID 1688; also: potency is read from the fitted curve at half-maximal effect; % is scaled to controls: 0 for no effect and ±100 for the full control effect; nearly all actives have a fitted effect of over 60% in size
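Compounds (qHTS titration) were added to PC12 cells expressing an ecdysone-driven HTT exon 1 Q103–GFP fusion after induction with 100 nM tebufenozide. Aggregate formation was measured as GFP objects in cell lysates.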
GAA inh = blocks human lysosomal alpha-glucosidase. Potency, µM (highest dose often 76.9 µM), inactives show at the top dose activity change, negative = inhibition, actives largely listed as inhibitors. actives 0.005% (n = 200,000). AID 1466. P10253. purified human GAA, 4-MU-alpha-glucoside fluorescence;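 also: potency is read from the fitted curve at half-maximal effect; plate controls were uninhibited enzyme wells for no effect and no-enzyme background for full effect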
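qHTS format, compound range up to 77 uM. Human lysosomal enzyme at 4 nM, 400 uM 4-MU glucoside substrate, pH 5.0, 20 min room temperature; fluorescence after alkaline stop gives activity normalized to controls.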
CBFb-RUNX1 inh = CBF-beta/RUNX1 interaction disruption. Q01196+Q13951. AlphaScreen CBFb-His/RUNX1-biotin binding, biochemical. Potency, µM (highest dose often 59.8 µM), inactives show at the highest dose activity, negative = inhibition, usual class: inhibitors. 230,000 tested, under 10 active; also: % of control where 0% means no effect
Target sequence (Q01196 whole entry, looked up): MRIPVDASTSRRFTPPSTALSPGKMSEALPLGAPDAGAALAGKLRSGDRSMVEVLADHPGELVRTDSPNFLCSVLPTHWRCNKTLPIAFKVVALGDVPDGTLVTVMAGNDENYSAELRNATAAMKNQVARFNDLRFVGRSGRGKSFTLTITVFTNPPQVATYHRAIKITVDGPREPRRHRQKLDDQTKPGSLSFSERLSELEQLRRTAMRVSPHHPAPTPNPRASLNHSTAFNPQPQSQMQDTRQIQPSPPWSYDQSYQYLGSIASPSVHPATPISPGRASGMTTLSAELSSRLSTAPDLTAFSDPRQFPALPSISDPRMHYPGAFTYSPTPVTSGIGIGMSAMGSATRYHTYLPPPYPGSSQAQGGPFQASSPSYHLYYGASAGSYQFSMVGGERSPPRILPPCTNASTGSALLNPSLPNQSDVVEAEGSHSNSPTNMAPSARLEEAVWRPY
Target sequence (Q13951 whole entry, looked up): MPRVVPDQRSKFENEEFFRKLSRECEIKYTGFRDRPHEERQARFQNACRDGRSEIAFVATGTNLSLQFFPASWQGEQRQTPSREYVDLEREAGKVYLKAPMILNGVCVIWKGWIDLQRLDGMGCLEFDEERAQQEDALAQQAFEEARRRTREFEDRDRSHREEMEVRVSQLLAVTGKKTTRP
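AlphaScreen binding: CBFb-His and RUNX1-biotin (30 nM each) preincubated 20 min, compound added for 15 min, then nickel and streptavidin beads for 90 min, all at room temperature. Disruption of the interaction by any mechanism counts as activity.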
HTT cytoprotect = protects HTT-Q103 PC12 cells, measured by ATP | PC12 HTT-Q103 induced, cytoprotection, ATP luminescence, 40 h | AID 1471 | Potency, µM (series often up to 56.4 µM), for inactives: cytoprotection (ATP increase), most hits filed as activators | actives 0.14% (n = 230,000);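 also: potency is read from the fitted curve at half-maximal effect; % of control where 0% means no effect; nearly all actives have a fitted effect of over 45% in size; toxic huntingtin expression switched on by the ecdysone agonist tebufenozide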
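Readout: ATPlite luminescence (ATP level). Model: stable PC12, inducible Htt exon1 Q103-GFP. Inducer: tebufenozide, 100 nM final. Compounds: dose series. No G418 in medium.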
aGlu spleen mod = inhibitors or activators of human alpha-glucosidase in spleen homogenate; human spleen homogenate, 4-MU-alpha-glucoside fluorescence; AID 2112; P10253; actives 0.006% (n = 240,000); Potency, µM (series often up to 79.9 µM), inactives show top-dose activity change, negative = inhibition, actives largely listed as inhibitors;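 also: potency is read from the fitted curve at half-maximal effect; 0% = enzyme with vehicle and -100% = no enzyme basal signal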
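Enzyme source: human spleen homogenate, 1 ug/well. Buffer 50 mM citric acid/K phosphate pH 5.0, 0.01% Tween-20. 4-MU-alpha-glucoside 1 mM; 37 C x 40 min; NaOH/glycine stop; fluorescence.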
GAA glycogen = alters human alpha-glucosidase cleavage of glycogen; P10253; recombinant GAA, glycogen substrate, Amplex Red glucose oxidase fluorescence; Potency, µM (top dose mostly 76.4 µM), without a hit: at the top dose activity change, negative = inhibition, usual class: inhibitors; actives 0.38% (n = 300,000);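 also: potency is read from the fitted curve at half-maximal effect; 0% = full enzyme reaction and -100% = no-enzyme basal signal; the screen sought inhibitors and activators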
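Natural-substrate format: glycogen cleavage by 4 nM human enzyme, glucose read by Amplex Red coupling (Ex 573, Em 610 nm). Normalized to enzyme and no-enzyme controls.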
Starred values were filed as active, the others as inactive; ? = inconclusive; / = not tested or not shown; & = joins results of further samples; [ ] = dose if it differs, or a comment. Unless noted, calls follow the shape of the dose curve; as a rule, active = well fitted curve in the direction sought with a large enough effect; inconclusive = small, poorly fitted or top-dose-only effect, or another doubt; inactive = no such curve, though single readings can be large; an effect the other way counts as inactive or inconclusive. Hits appear at their usual frequency. About 1.5% of those tested had a hit in this group.

SMILES,LMNA splice mod,HTT aggregate,GAA inh,CBFb-RUNX1 inh,HTT cytoprotect,aGlu spleen mod,GAA glycogen
O=[N+]([O-])c1ccc(-c2nc(NCC3CCCO3)c3ccccc3n2)cc1 (stereo not drawn),/,19%[9.22 µM],/,-1%,9%[10 µM],7%,-3%
O=C(Nc1ccc2oc(-c3ccccc3F)nc2c1)c1cncc(Br)c1,15%,-5%,-1%,4%,9%[1.9 µM],-18%,-1%
CCN(CC)S(=O)(=O)c1ccc(N2CCOCC2)c(NC(=O)c2ccccc2)c1,?,21%,-4%,3%,/,-2%,-7%
COc1cc(S(=O)(=O)NC2CCCCC2)ccc1F,3%,?,-7%,-8%,-57%[inhibitor],6%,?
CC(C)c1ccc(NNC(=O)C2CCC2)cc1,13%[46 µM],18%[9.22 µM],-5%,1%,22%[10 µM],-6%,?
Cc1ccc(C2=NN(C(=O)C3CCCO3)C(c3ccco3)C2)cc1 (stereo not drawn),-6%[46 µM],-2%[9.22 µM],?,3%,2%[10 µM],0%,10%
CCOC(=O)c1c(C)[nH]c(C(=O)/C(C#N)=C/c2ccc(OCC)cc2)c1C,-23%,-10%,0%,-5%,15%[10 µM],2%,-12%
C[C@H](NC(=O)c1nc[nH]c1C(=O)NCC(=O)OC(C)(C)C)C(=O)OC(C)(C)C,/,2%[9.22 µM],/,8%,-1%[10 µM],0%,5%
COCCSc1nc2sc3c(c2c(=O)n1-c1ccccc1)CCN(C)C3,6%,-6%,-1%,-3%,-9%[0.074 µM],-2%,7%
Cc1cc(C)nc(NC2=NCC(=O)N2c2ccc(Cl)cc2)n1,1%,-8%,1%,11%,-4%[10 µM],0%,1%
COC(=O)c1ccccc1NC(=O)CN1C(=O)CSC1=O,1%,3%,-1%,6%,20%,-6%,7%
CCN(CC)c1ccc(NC(=O)CSc2nc(C)cc(=O)[nH]2)cc1,4%,-20%,2%,-6%,-14%,1%,2%
CCOC(=O)Cn1c(=O)oc2cc(S(=O)(=O)NCCc3ccc(C)cc3)ccc21,-11%,-10%,-3%,18%,-3%[10 µM],-10%,-2%
Nc1cccc(NP(=O)(c2ccccc2)c2ccccc2)c1,/,-1%[9.22 µM],/,-2%,8%[10 µM],9%,3%
Cc1nc(Oc2cccc(Cl)c2)c2oc3ccccc3c2n1,?,1%,-10%,17%,-3%,-2%,-8%
CCNC(=O)CC1C(=O)N(c2ccc(C)cc2)C(=O)N1CCc1sccc1C (stereo not drawn),?,7%,9%,3%,0%[10 µM],3%,-5%
COCCn1c(=O)c(C)nc2cnc(OC)nc21,-1%,/,/,/,5%,6%,/
O=C(CN1CCN(c2ccc(C(F)(F)F)cn2)CC1)NCc1ccc2c(c1)OCO2,-9%[46 µM],12%[9.22 µM],-13%,0%,10%[10 µM],-5%,1%
CCOc1ccccc1N1CN(CC)CNC1=S,10%,13%,-4%,-1%,-6%,-9%,1%
Cc1cc(NC(=O)COC(=O)COc2ccc3c4c(c(=O)oc3c2)CCC4)no1,/,-2%,0%,-2%,-23%,0%,-4%
Cc1cc(C)n2c(SCCN3C(=O)c4ccccc4C3=O)nnc2n1,-1%,-34%,0%,-2%,13%,3%,-2%
Cc1ncoc1C(=O)Nc1ccccc1-c1ccccc1,?,-14%,0%,1%,-9%,-1%,2%
CNC(=O)c1sc(SC)cc1-c1ccc(Cl)cc1,7%,3%,5%,4%,-40%[inhibitor],-14%,9%
CCOC(=O)c1cc(-c2ccc(N)cc2)sc1N,?,22%,?,-11%,32%[10 µM],2%,14µM*
Cc1ccc(NC(=O)Nc2ccno2)cc1,/,-18%[9.22 µM],2%[15.4 µM],4%,-5%[10 µM],2%,2%
COc1ccc(Nc2cc(C)c3c(O)cccc3n2)cc1,/,-19%[9.22 µM],/,-9%,-28%[10 µM],4%,22µM*
O=C(/C=C/c1cccc([N+](=O)[O-])c1)NCCSCc1c(Cl)cccc1Cl,-18%,5%,-12%,-2%,27%[10 µM],-5%,-10%
CCc1nnc(NS(=O)(=O)c2ccc(N/C=C\C(=O)c3cccc(OC)c3)cc2)s1,?,/,-9%,-14%,/,0%,10%
COc1ccc(C(=O)Nc2cccnc2)cc1C(=O)Nc1cccnc1,2%,-23%,?,7%,/,-4%,-16%
COc1ccc2c(=O)c3c(=O)n(Cc4ccco4)c(-c4ccco4)nc3oc2c1,6%,2%,-3%,?,-2%,-11%,6%

The final 2 entries of the part above come first, to join the parts.
SMILES,LMNA splice mod,HTT aggregate,GAA inh,CBFb-RUNX1 inh,HTT cytoprotect,aGlu spleen mod,GAA glycogen
COc1ccc(C(=O)Nc2cccnc2)cc1C(=O)Nc1cccnc1,2%,-23%,?,7%,/,-4%,-16%
COc1ccc2c(=O)c3c(=O)n(Cc4ccco4)c(-c4ccco4)nc3oc2c1,6%,2%,-3%,?,-2%,-11%,6%
Cn1cc(CNC(=O)Nc2ccc3c(c2)OCO3)cn1,-5%,-7%,5%,7%,-13%[0.074 µM],2%,0%
COc1ccc(C(=O)CCNc2ccc(C)c(Cl)c2)cc1,-5%,6%,4%,9%,12%[10 µM],0%,-4%
Cc1cc(C)c2nc(NCCCNC(=S)NCCCN(C)C)c(C#N)cc2c1,-12%[46 µM],?,15%,22%,-44%[inhibitor],-4%,-6%
C/C(=N\NC(=O)CSCc1ccccc1Cl)c1cccc(NC(=O)c2ccccc2)c1,?,-16%,2%,14%,-12%[1.9 µM],-2%,2%
COC(=O)/C=C(\C)NC(=O)c1ccccc1Cl,7%,-8%[9.22 µM],-3%,6%,-12%,5%,5%
C=CCNC(=O)N[C@@H](CCSC)C(=O)OC,1%,-14%,-5%[15.4 µM],-1%,-1%[0.074 µM],-3%,-3%
O=C(Nc1ccc2c(c1)OCO2)OCc1ccccc1,5%,-11%,-1%,2%,-38%[inhibitor],-3%,-4%
CCc1ccc2c(CN3CCc4ccccc43)cc(=O)oc2c1,-3%,-2%,7%,-15%,-9%,-7%,-20%
O=C(c1c(F)cccc1F)N1CCN=C1SCc1ccccc1,/,-4%[9.22 µM],/,7%,4%[10 µM],-4%,0%
Cn1c(C23CC4CC(CC(C4)C2)C3)n[nH]c1=S,-10%,-15%,-1%,-11%,27%[10 µM],5%,-7%
CC1CCc2c(sc3c2C2=NS(=O)(=O)CCN2C=N3)C1 (stereo not drawn),5%,-5%,-3%,1%,17%,-14%,-3%
COc1ccc(NC(=S)N2CCN(Cc3ccc(C)cc3)CC2)cc1,14%[46 µM],-26%,9%,-5%,3%,5%,-17%
O=[N+]([O-])/C(C(=C(Cl)Cl)N1CCN(Cc2ccccc2)CC1)=C1\NCCN1Cc1ccc(Cl)nc1,/,-14%,-1%,-1%,-29%,-17%,6%
CCCCn1c(SCC(N)=O)nnc1-c1ccco1,-2%,2%,-7%,4%,-16%[10 µM],6%,9%
COc1cc(C(=O)Nc2ccccc2-c2nnn(CC(N)=O)n2)cc(OC)c1OC,-5%,14%,-11%,-2%,2%,-11%,1%
CC(NC(=O)Nc1ccccc1)c1ccccc1 (stereo not drawn),2%,1%,7%,-1%,6%,-8%,3%
NC(=O)Cn1nc(C(F)(F)F)c2c1CCCC2,?,-7%[9.22 µM],?,-1%,40%[10 µM],2%,-6%
Cc1nn(Cc2ccccc2)c(C)c1NC(=O)c1noc2c1CCc1ccccc1-2,-11%,?,?,-3%,-49%[inhibitor],5%,3%
CC(C)[C@@H]1NC(=O)c2cc([N+](=O)[O-])cc(I)c2NCCC[C@@H](C(=O)NC(CC(=O)O)C(N)=O)NC(=O)[C@H](CO)NC1=O (stereo partly drawn),0%,1%,2%,1%[2.36 µM],/,-2%,7%
Cc1noc(C)c1C(=O)Nc1ccccc1-c1ccccc1,18%,-9%,-3%,-11%,-36%[0.074 µM],11%,-4%
CC(NC(=O)C1CCN(S(=O)(=O)N2CCCCCC2)CC1)c1ccccc1 (stereo not drawn),?,0%,-9%,3%,-20%,-5%,7%
Cn1c(=O)c(C(=O)COC(=O)c2cc(-c3ccco3)nc3ccccc23)c(N)n(CC2CC2)c1=O,?,-15%,13%,?,-22%,7%&8%,-2%
Cc1ccccc1-n1c(=O)cc(N2CCC3(CC2)OCCO3)[nH]c1=O,-8%,0%,0%,5%,9%[10 µM],2%,2%
COc1cc(NC(=O)Cn2c(=O)n(-c3cccc(C)c3)c(=O)c3c(C)c(C)sc32)cc(OC)c1,1%,6%,1%,-1%,8%[10 µM],0%,10%
Cc1nc(NCc2ccccn2)c2c3c(sc2n1)CCCC3,2%[46 µM],-10%[9.22 µM],0%,6%,-9%[10 µM],-1%,4%
CCC1=C2CC[C@H]3C(=O)NC(=O)[C@H]3[C@H]2[C@@]2(Cc3ccccc3)C(=NCC(=O)OC)OC(=O)N2C1=O,/,13%[9.22 µM],/,-1%&14%,20%,-22%&3%,7%
CCS(=O)(=O)N1CCN(Cc2ccncc2)CC1,2%,-13%,-1%,2%,10%[10 µM],1%,7%
C=CCC1(O)CC(c2ccco2)NC(c2ccco2)C1CCC (stereo not drawn),-3%,-4%,-7%,-4%,15%,-26%,5%
Cc1ccc(-c2nc(CS(=O)CC(=O)NC3CCC(C)CC3)c(C)o2)cc1 (stereo not drawn),-4%,14%,-2%,-2%,-22%,-1%,/
COc1ccc(-c2nc3c(n2O)CCc2c-3no[n+]2[O-])cc1,/,-11%[9.22 µM],/,4%,22%[10 µM],-1%,7%
